VHR inh color = VHR1 phosphatase inhibitors, primary screen, biochemical, colorimetric, HTS; Dual specificity protein phosphatase 3 (Homo sapiens), P51452; recombinant VHR phosphatase, colorimetric substrate read-out; inhibition, % at 20 µM; actives 0.7% (n = 50,000); AID 1992, 2009; in the data active = inhibition above about 60%; note: some results filed as inactive read as strong as hits
Target sequence (P51452 whole entry, looked up): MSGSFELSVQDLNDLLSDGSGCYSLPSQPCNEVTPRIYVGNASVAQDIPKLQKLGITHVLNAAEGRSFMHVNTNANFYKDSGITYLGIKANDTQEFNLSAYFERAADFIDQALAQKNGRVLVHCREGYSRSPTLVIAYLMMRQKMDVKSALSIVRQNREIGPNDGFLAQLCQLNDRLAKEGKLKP
* marks the source's active call; other numbers are inactive results.

SMILES,VHR inh color
COc1ccc(/C(N)=N/OC(=O)c2cccc(Cl)c2)cc1,27
O=[N+]([O-])c1ccccc1N/C(=N/S(=O)(=O)c1ccc(Cl)cc1)c1ccccc1,-20
CCC(C)NC(=O)CN(c1ccc(OC)cc1)S(=O)(=O)c1ccccc1 (centres undefined),7
COc1ccc(Cl)cc1C(=O)NCc1ccccn1,-3
O=C(Nc1ccccc1C(=O)NCCO)c1ccccc1Cl,-8
COc1cc(C2C3=C(Nc4c2c(=O)n(C)c(=O)n4C)c2ccccc2C3=O)cc(OC)c1OC (centres undefined),-1
Nc1nnc(CSCc2ccccc2)s1,2
Cc1cc(NC(=O)Nc2ccccc2)no1,-40
CCOC(=O)C1C(=O)N(C(=O)c2cncc(Br)c2)CC1c1ccccc1 (centres undefined),-8
CCN(CC)C(=O)c1ccccc1NC(=O)c1ccccc1Cl,-4
C=CCn1cc(F)c(=O)n(CC(C)C)c1=O,10
Cc1cccc(-n2c(-c3ccccc3)nc3c(cnn3-c3ccccc3)c2=O)c1,-44
CCOCCOC(=O)c1ccc(NC(=O)c2cncc(Br)c2)cc1,-23
O=C(O)c1cccc([N+](=O)[O-])c1C(=O)Nc1ccc(Cl)cn1,-2
O=C(O)c1ccccc1SCc1ccc2c(c1)OCO2,-28
CC(C)CNC(=O)CN(c1ccccc1)S(=O)(=O)c1ccccc1[N+](=O)[O-],-13
O=[N+]([O-])c1cnc(N2CCN(Cc3ccccc3)CC2)c([N+](=O)[O-])c1,8
O=C1CSC(c2ccccc2F)N1Cc1ccccc1 (centres undefined),5
COc1ccc(/C=C2/N=C(c3ccc(C)cc3)OC2=O)cc1Br,-11
O=C(CSc1nc2ccccc2o1)c1ccc(-c2ccccc2)cc1,-14
COc1cc(/C=C2\C(=O)NN(c3ccccc3)C2=O)ccc1OS(=O)(=O)c1ccccc1,6
CCn1c(O)c(N=NC(=O)c2ccccc2Cl)c2ccccc21,-10
COC(=O)COc1ccc(/C=C2\C(=O)NC(=O)N(c3ccc(OC)cc3)C2=O)cc1OC,6
O=C(/C=C/c1ccc(Cl)cc1)Nc1ccc2c(c1)OCO2,-12
COc1ccc(NC(=O)CN(c2cccc(Cl)c2)S(C)(=O)=O)c(OC)c1,-19
CSCCC(C(=O)O)N1C(=O)/C(=C/c2cccc(O)c2)SC1=S (centres undefined),-80
O=C(O)CCCCCN1C(=O)C(=O)/C(=C(/O)c2ccc(Cl)cc2)C1c1ccc(F)cc1 (centres undefined),-6
C=CCOc1ccc(/C=N/NC(=O)C(=O)NCc2ccccn2)cc1,-33
COc1ccccc1N1C(=O)CC(Nc2ccccc2)C1=O (centres undefined),-8
Cc1cc(C)c(/C=N/NS(=O)(=O)c2ccc(Cl)cc2)c(C)c1,-3
C=CC(=O)NC(NC(=O)C=C)c1ccc(OC)c(OC)c1,-6
O=C(NC(=S)NNc1ccccc1)c1cc2ccccc2oc1=O,-28
CCOc1ccccc1NC(=O)CSc1ccccn1,5
COc1ccc(C(NC(C)=O)c2c(OC(C)=O)ccc3ccccc23)cc1 (centres undefined),14
O=C(Nc1cccc(F)c1)c1ccc(I)cc1,-16
N#Cc1c(/N=C/c2cc(Br)cc(I)c2O)sc2c1CCCC2,-2
Cc1cc(C)c(NS(=O)(=O)c2cc([N+](=O)[O-])ccc2Cl)c(C)c1,20
COc1ccccc1/C=N/NC(=O)C(C)Oc1ccc(Cl)cc1 (centres undefined),1
CCOc1ccc(N2C(=O)CC(NCCNc3ccc([N+](=O)[O-])cn3)C2=O)cc1 (centres undefined),-14
O=C(NCc1cccc(F)c1)c1c(O)c2ccccc2[nH]c1=O,-9
Cc1nc(N)sc1C(=O)N/N=C/c1ccc(O)cc1,0
O=C(CC1Sc2ccccc2NC1=O)Nc1ccc([N+](=O)[O-])cc1 (centres undefined),1
CS(=O)(=O)N(CC(=O)Nc1ccc(Cl)cc1)c1cccc(C(F)(F)F)c1,1
CCCOc1ccc(-c2cc(C(=O)NCC3CCCO3)c3ccccc3n2)cc1 (centres undefined),-4
NC(=O)c1cc(NC(=O)COc2ccc(F)cc2)cc(C(N)=O)c1,-3
CC(C)(C)OC(=O)N1N=C(c2ccccc2)CC1(O)C(F)(F)F (centres undefined),-26
Cc1[nH]c2ccccc2c1/C=C/c1nc2ccccc2c(=O)n1Cc1ccccc1,-17
Cc1ccc(S(=O)(=O)N2c3ccccc3C(Nc3ccccc3)CC2C)cc1 (centres undefined),5
CC(C)CNC(=O)c1cccc(NC(=O)C(c2ccccc2)c2ccccc2)c1,12
C(=N\Nc1ncc(-c2cccs2)s1)/c1ccccc1,14
CC(C)(C)N1C(=O)c2ccc(C(=O)Nc3ccc(C(=O)O)cc3)cc2C1=O,6
C=C(C)c1cccc(C(C)(C)NC(=O)N2CCc3ccccc32)c1,11
O=C(Nc1c[nH]c(=O)[nH]c1=O)c1ccccc1Cl,-1
COC(=O)c1c(C)oc2ccc(OCc3ccc([N+](=O)[O-])cc3)cc12,-7
COc1ccc(-n2c(SCC(=O)Nc3ccc(C)cc3)nc(O)c(Cc3ccccc3)c2=O)cc1,8
CCOC(=O)c1c(NC(=O)c2ccccc2OC)sc2c1CCCCC2,-5
CC(=O)C1=C(O)C(=O)N(CC2CCCO2)C1c1ccc(Cl)cc1 (centres undefined),-3
O=C(c1nn2c(c1Cl)NC(c1ccc(Cl)cc1)CC2C(F)(F)F)N1CCN(c2ccccc2)CC1 (centres undefined),-2
C(=Nc1ccccc1-c1ccccc1N=Cc1c[nH]c2ccccc12)c1c[nH]c2ccccc12,2
COc1ccc(-n2cnnn2)c(OC)c1,-10

Later entries:
SMILES,VHR inh color
COc1ccc(/C=C/C(=O)Nc2ccc(OC)c(OC)c2)cc1,-21
O=C1Nc2ccc(S(=O)(=O)NNc3ccc([N+](=O)[O-])cc3)c3cccc1c23,11
CCOc1cc(C2NC(=S)NC(C)=C2C(=O)Nc2ccc(C)cc2)ccc1O (centres undefined),54
C=CCc1cccc(/C=N/NC(=O)c2cc(-c3ccccc3)n[nH]2)c1O,11
COC(=O)C1=C(C)NC(=S)NC1c1cccc(Cl)c1 (centres undefined),-6
Clc1ccc(-c2noc(CCc3ccccc3)n2)cc1,-12
CCOc1ccc(CNCCc2ccc(Cl)cc2)cc1,17
Cc1cc(C)c2nc3s/c(=C/c4ccc5c(c4)n(C)c(=O)n5C)c(=O)n3c2c1,-14
COc1ccc(/C=C2\C(=O)C3CCN2CC3)c(OC)c1,-33
COc1cc(/C=C2/SC(=S)N(C)C2=O)ccc1OC(=O)c1ccccc1Cl,8
O=C(/C=C/c1ccc(OC2CSC2)cc1)c1ccccc1,-4
CC1=NN(C(=N)c2ccccc2)C(O)(c2ccccc2)C1 (centres undefined),-21

Given as labelled records: part of the list above
Molecule: COc1ccc(/C=C/C(=O)Nc2ccc(OC)c(OC)c2)cc1
  VHR inh color: -21

Molecule: O=C1Nc2ccc(S(=O)(=O)NNc3ccc([N+](=O)[O-])cc3)c3cccc1c23
  VHR inh color: 11

Molecule: CCOc1cc(C2NC(=S)NC(C)=C2C(=O)Nc2ccc(C)cc2)ccc1O (centres undefined)
  VHR inh color: 54

Molecule: C=CCc1cccc(/C=N/NC(=O)c2cc(-c3ccccc3)n[nH]2)c1O
  VHR inh color: 11

Single entries from the list:
Result of `CC1=NN(C(=N)c2ccccc2)C(O)(c2ccccc2)C1` (centres undefined) under VHR inh color: -21
Result of `CCOc1cc(C2NC(=S)NC(C)=C2C(=O)Nc2ccc(C)cc2)ccc1O` (centres undefined) under VHR inh color: 54
Result of `O=C(/C=C/c1ccc(OC2CSC2)cc1)c1ccccc1` under VHR inh color: -4

Other results.
SMILES,VHR inh color
O=S1(=O)CC(S(=O)(=O)c2ccccc2)C(S(=O)(=O)c2ccccc2)C1 (centres undefined),-14
CCOc1ccc(N=Cc2cccc(C)c2O)cc1,-16
O=C(Nc1ccc(O)cc1C(=O)O)c1ccccc1Br,3
Cc1nc(SCC(=O)c2ccccc2)c(C#N)c(C)c1C,-4
NC(=O)c1cccc(N=Cc2cc([N+](=O)[O-])ccc2O)c1,-1
COc1ccccc1OCc1ccoc1C(=O)O,-12
O=C(NCCc1ccccc1)C(=O)NC1CCCC1,-22
Cc1ccccc1-n1c(C)cc(/C=N/NC(=O)c2ccncc2)c1C,14
Cc1ccc(N(CC(N)=O)S(=O)(=O)c2ccccc2)c(C)c1,-10
CC(C)(C)C(=O)Nc1cccc(-c2nnc(-c3ccco3)o2)c1,9
COc1ccc(N(C(=O)c2ccccc2F)C2C=CS(=O)(=O)C2)cc1 (centres undefined),-25
O=C(NCCNc1ccc(Cl)cc1[N+](=O)[O-])c1ccc(F)cc1,28

Five entries picked at random from the list so far:
SMILES,VHR inh color
Cc1nc(N)sc1C(=O)N/N=C/c1ccc(O)cc1,0
O=C(CSc1nc2ccccc2o1)c1ccc(-c2ccccc2)cc1,-14
O=C(/C=C/c1ccc(Cl)cc1)Nc1ccc2c(c1)OCO2,-12
CCOC(=O)c1c(NC(=O)c2ccccc2OC)sc2c1CCCCC2,-5
COc1ccc(/C=C2/N=C(c3ccc(C)cc3)OC2=O)cc1Br,-11

The list continues.
SMILES,VHR inh color
COc1cccc(NC(=O)c2cc(Cl)ccc2OC)c1,-33
C=CCc1cc(/C=C2\C(=O)NC(=O)N(c3ccc(C)cc3)C2=O)cc(OC)c1OCC(=O)OC,1
COc1ccc(-n2nc3ccc(NC(=O)COc4ccccc4Cl)cc3n2)cc1,0
COc1ccccc1NC(=O)c1oc2ccc(C)cc2c1C,-3
O=C(O/N=C(/c1ccc(Br)cc1)N1CCOCC1)c1ccccc1,-4
NNC(=O)c1cc(C(=O)O)nc2ccc(Br)cc12,-7
O=C(Nc1nc(-c2ccc(Cl)c(Cl)c2)cs1)c1cccc([N+](=O)[O-])c1,-12
COc1cccc(C2(c3cccc(OC)c3)CC2C(=O)Nc2ccccc2Cl)c1 (centres undefined),-1
O=C(CC1(O)C(=S)Nc2ccccc21)c1ccc(Br)cc1 (centres undefined),-6
COC(=O)c1ccc(Cl)c(NC(=O)C23CC4CC(C)(CC(C)(C4)C2)C3)c1,-17
COc1cc(/C=N/n2cnnc2)cc(I)c1OCCOc1ccc(C(C)(C)C)cc1,-8
COc1ccccc1NC(=O)C1=C(C)NC(=O)NC1c1cccc([N+](=O)[O-])c1 (centres undefined),34
O=C(Nc1ccccc1C(=O)NCc1ccccc1)c1ccccc1F,-30
CCCOc1ccc(-c2nnc(NC(=O)Nc3ccccc3)s2)cc1,-28
CC(C)c1ccc(OC(=O)CN2C(=O)c3ccccc3C2=O)cc1,-28
COc1ccc(C(=O)NNC(=O)c2cc(OC)cc(OC)c2)cc1,-8
CCC(=O)/C=C1\Sc2ccccc2N1CC,6
O=C(C(c1ccccc1)c1ccccc1)N1CCN(C2CCCC2)CC1,-2
Clc1cccc(OCCCCCn2ccnc2)c1,-14
CS(=O)(=O)N(Cc1ccc(C(=O)NCCSc2ccccn2)cc1)c1ccccc1,-6
COc1ccc(Nc2n[nH]c(C)c2[N+](=O)[O-])cc1,0
COc1ccc(NC(=O)CCN2C(=O)/C(=C\c3cccc(OC)c3)SC2=S)cc1,1
O=C(Oc1ccccc1)Oc1c(Cl)cc2oc(=O)sc2c1Cl,65
CCOP(=O)(O)COc1ccc([N+](=O)[O-])cc1,20
Cc1ccc(C)n1-c1cc(C(=O)O)cc(C(=O)O)c1,26
CC1=C(C(=O)Nc2ccccc2)C(c2ccccc2Br)NC(=O)N1 (centres undefined),-6
c1ccc(CCCNCCc2ccc3c(c2)OCO3)cc1,23
O=C(O)c1ccccc1-c1ccccc1C(=O)Nc1nc(-c2ccccc2)cs1,-6
Cc1cccc(N2C(=O)CC(N3CCN(c4ccc(F)cc4)CC3)C2=O)c1 (centres undefined),0
Cc1ccc(N2C(=O)CC(NC(C)C34CC5CC(CC(C5)C3)C4)C2=O)cc1 (centres undefined),-9
CC(C)(C)c1ccc(C(=O)Nc2ccc(NC(=O)c3ccc4c(c3)OCCO4)cc2)cc1,-7
COc1ccccc1NC(=O)CC1SC(=Nc2ccccc2)N(c2ccccc2)C1=O (centres undefined),14
Cc1ccc(NC(=S)NC(=O)c2ccccc2)cc1Br,-28
O=C1C(=Cc2ccc(Cl)cc2)C(=O)c2ccccc21,-7
CCCCOC(=O)c1ccc(NC(=O)CSc2nc3ccccc3s2)cc1,9
O=C(O)c1cccc(NS(=O)(=O)c2cccc(S(=O)(=O)c3ccc(Br)cc3)c2)c1,-1
Cc1sc(NC(=O)c2ccc(F)cc2)c(C(=O)OC(C)C)c1C,-19
O=C(c1cccs1)N(Cc1ccccc1)Cc1ccccc1,-11
COc1cc(C2C3=C(CC(C)(C)CC3=O)OC3=C2C(=O)CC(C)(C)C3)cc(OC)c1O,-4
Cc1cccc(NC(=O)CN(c2ccc(Br)cc2)S(=O)(=O)c2ccccc2)c1C,13
O=C(O)c1ccc(N2C(=O)CC(Cc3ccccc3)C2=O)cc1 (centres undefined),-2
CC(=O)NC1=NN(C(C)=O)C(C)(c2ccccc2)S1 (centres undefined),-22
O=C(/C=C/c1ccccc1)NC(=S)Nc1ccc(F)cc1,-4
O=C(Nc1c[nH]c(=O)[nH]c1=O)c1ccc2c(c1)C(=O)N(N1C(=O)c3ccccc3C1=O)C2=O,5

Compound activity: PubChem BioAssay, Sanford-Burnham Center for Chemical Genomics

Not all compounds are listed; the hit share may differ from the screen's.
